KB-V1 MDR tox – KB-V1 MDR subline cytotoxicity. KB-V1 MDR cells viability, CellTiter-Glo, 72 h. Potency, µM (series often up to 46.1 µM), inactives show top-dose activity change, negative = cytotoxicity, most hits filed as cytotoxic. 400,000 compounds, 3.4% hits. AID 1347076; further: potency means the concentration at half of the fitted maximal effect; on the % scale 0 is the no-effect control and ±100 the full control effect; nearly all actives have a fitted effect of over 60% in size
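KB-V1 cells (P-gp-expressing MDR subline of KB-3-1) in phenol-red-free DMEM with 10% FBS were exposed to library compounds over a concentration series for 72 h at 37 degrees C. Viability read by CellTiter-Glo luminescence; concentration-effect curves fitted after normalization.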
WRN inhibitor – blocks human WRN helicase. Q14191. WRN helicase unwinding, fluorescent forked duplex, kinetic. Potency, µM (series often up to 114 µM), inactives show at the highest dose activity change, negative = inhibition, usual class: inhibitors. 360,000 compounds, 0.46% hits. AID 651768; further: potency means the concentration at half of the fitted maximal effect; on the % scale 0 is the no-effect control and ±100 the full control effect; nearly all actives have a fitted effect of over 55% in size
Target sequence (Q14191 whole entry, looked up): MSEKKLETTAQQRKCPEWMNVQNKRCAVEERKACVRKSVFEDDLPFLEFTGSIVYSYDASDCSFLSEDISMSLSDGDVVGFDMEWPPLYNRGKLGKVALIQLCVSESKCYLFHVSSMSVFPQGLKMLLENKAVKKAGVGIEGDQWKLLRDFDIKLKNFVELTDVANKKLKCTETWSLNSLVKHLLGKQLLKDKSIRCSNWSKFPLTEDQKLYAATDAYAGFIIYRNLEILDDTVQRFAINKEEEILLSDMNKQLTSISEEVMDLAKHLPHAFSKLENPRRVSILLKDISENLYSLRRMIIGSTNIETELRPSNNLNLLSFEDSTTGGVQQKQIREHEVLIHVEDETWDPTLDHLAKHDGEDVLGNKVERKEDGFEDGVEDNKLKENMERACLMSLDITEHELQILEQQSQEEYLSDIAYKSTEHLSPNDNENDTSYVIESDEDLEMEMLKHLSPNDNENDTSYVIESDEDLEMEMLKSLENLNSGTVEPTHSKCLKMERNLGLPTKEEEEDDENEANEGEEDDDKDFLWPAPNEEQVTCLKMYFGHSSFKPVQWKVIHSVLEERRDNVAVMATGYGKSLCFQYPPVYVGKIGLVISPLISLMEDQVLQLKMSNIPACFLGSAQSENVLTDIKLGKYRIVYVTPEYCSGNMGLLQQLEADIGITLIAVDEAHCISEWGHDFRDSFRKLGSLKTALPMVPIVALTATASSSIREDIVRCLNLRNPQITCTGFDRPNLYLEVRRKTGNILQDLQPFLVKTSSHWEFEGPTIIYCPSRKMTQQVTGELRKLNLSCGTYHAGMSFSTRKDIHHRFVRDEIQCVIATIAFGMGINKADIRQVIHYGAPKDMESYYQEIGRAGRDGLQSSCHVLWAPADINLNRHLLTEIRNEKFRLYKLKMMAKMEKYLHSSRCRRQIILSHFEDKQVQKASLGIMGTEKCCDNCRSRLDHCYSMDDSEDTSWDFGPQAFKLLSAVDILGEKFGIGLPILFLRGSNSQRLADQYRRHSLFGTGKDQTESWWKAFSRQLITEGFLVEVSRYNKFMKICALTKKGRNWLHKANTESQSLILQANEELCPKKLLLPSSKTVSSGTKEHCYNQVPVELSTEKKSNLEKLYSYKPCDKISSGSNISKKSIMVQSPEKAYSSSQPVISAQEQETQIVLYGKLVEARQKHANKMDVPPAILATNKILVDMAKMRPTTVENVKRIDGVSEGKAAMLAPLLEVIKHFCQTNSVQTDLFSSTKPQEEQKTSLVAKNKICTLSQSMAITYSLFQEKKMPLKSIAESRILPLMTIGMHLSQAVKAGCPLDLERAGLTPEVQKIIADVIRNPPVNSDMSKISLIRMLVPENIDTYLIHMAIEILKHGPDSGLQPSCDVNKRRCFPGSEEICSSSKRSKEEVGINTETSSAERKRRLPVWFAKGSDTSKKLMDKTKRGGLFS
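Enzyme (20 nM final) and test compound sit together 15 min at room temperature before substrate addition. Substrate is a single-forked duplex oligonucleotide (100 nM) labelled with fluorophore and quencher, with 2 mM ATP; helicase unwinding raises red fluorescence, read kinetically.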
ATXN2 expr inh – ATXN2 expression inhibition. HEK-293 ATXN2-luciferase reporter, luminescence, 24 h. Potency, µM (highest dose often 57 µM), for the others: top-dose activity change, negative = inhibition, usual class: inhibitors. 360,000 compounds, 0.72% hits. AID 1745845; further: potency means the concentration at half of the fitted maximal effect; on the % scale 0 is the no-effect control and ±100 the full control effect; nearly all actives have a fitted effect of over 55% in size
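ATXN2-luciferase reporter cells (luciferase flanked by upstream and downstream ATXN2 gene portions) were treated 24 h at 37 °C with compounds at up to 57 uM. SteadyGlo luminescence gave expression; GF-AFC fluorescence gave viability.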
HT1080 IDH1KD tx – toxicity to HT-1080 IDH1 knockdown cells (counter line); HT-1080 IDH1 knockdown viability, ATP luminescence, 48 h; 360,000 compounds, 2% hits; Potency, µM (titrated, usually from 46.1 µM), without a hit: at the top dose activity, negative = toxicity, usual class: cytotoxic;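 further: potency means the concentration at half of the fitted maximal effect; 0% = DMSO wells and -100% = cell-free medium wells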
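In this qHTS, HT-1080 cells depleted of IDH1 are exposed for 48 h at 37 °C to compound titrations. Toxicity is scored from CellTiter-Glo luminescence, with DMSO as full viability and medium alone as none.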
HT1080NT lethal – kills 2HG-producing HT-1080-NT fibrosarcoma cells; HT-1080-NT fibrosarcoma viability, CellTiter-Glo ATP luminescence, 48 h; Potency, µM (series often up to 46.1 µM), for inactives: at the top dose activity, negative = less viability, hits mostly cytotoxic; 360,000 compounds, 1.6% hits;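 further: NT is the 2HG producing partner of a matched IDH1 knockdown line; potency means the concentration at half of the fitted maximal effect; 0% = DMSO-treated cells and -100% = media-only wells without cells; nearly all actives have a fitted effect of over 55% in size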
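Viability by CellTiter-Glo luminescence after 48 h compound exposure at 37C of HT-1080-NT cells (750/well, RPMI, 5% FBS). % activity scaled between DMSO wells and medium-only wells, then curve-fitted and categorized by curve class.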
MCF10A rereplic – DNA re-replication induction in MCF 10a cells; AID 624296; 350,000 compounds, 2.9% hits; MCF 10A DNA re-replication, Hoechst nuclear intensity, 48 h; Potency, µM (titrated, usually from 46.1 µM), without a hit: at the top dose activity, positive = re-replication, most hits filed as activators; further: potency means the concentration at half of the fitted maximal effect; % of control where 0% means no effect; nearly all actives have a fitted effect of over 50% in size
SW480 rereplic – induces DNA re-replication in SW480 colon adenocarcinoma cells; SW480 DNA re-replication, Hoechst DNA content imaging, 48 h; Potency, µM (doses to about 46.1 µM), without a hit: at the top dose re-replication activation, most hits filed as activators; 340,000 compounds, 1.8% hits; AID 624297; further: potency means the concentration at half of the fitted maximal effect; % of control where 0% means no effect; nearly all actives have a fitted effect of over 55% in size
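SW480 cells exposed to compounds for 48 hr at 37 C, 5% CO2, then Hoechst-stained 40 min. Nuclear DNA content imaged by fluorescence scanning (405 nm excitation, 500-530 nm emission); re-replication scored as increased high-intensity nuclei.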
IL-1B inflam inh – inhibitors of inflammasome signaling (IL-1 beta secretion); THP-1 LPS/ATP IL-1B secretion, AlphaLISA, 16 h; stronger effect = lower value; activity change, % at 57.5 µM; 360,000 compounds, 4.7% hits; AID 743279; in the data active means activity change below about -50%; inconclusive means mostly about -30% to -49%; further: on the % scale 0 is the no-effect control and ±100 the full control effect
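Secreted IL-1B measured by AlphaLISA bead assay after 16 h compound exposure of THP-1 cells; compounds (final up to 57.5 uM) added 1 h before LPS (250 ng/mL) and ATP (1.25 mM) stimulation; lower signal means less secretion.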
KB-3-1 cytotox – kills parental KB-3-1 adenocarcinoma cells. KB-3-1 viability, CellTiter-Glo ATP luminescence, 72 h. Potency, µM (doses to about 46.1 µM), for the others: at the top dose activity change, negative = cytotoxic, actives largely listed as cytotoxic. 400,000 compounds, 1.4% hits. AID 1347075; further: potency means the concentration at half of the fitted maximal effect; on the % scale 0 is the no-effect control and ±100 the full control effect; nearly all actives have a fitted effect of over 60% in size
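Luminescent ATP read-out (CellTiter-Glo) measures survival of drug-naive KB-3-1 cells after 72 h compound exposure at 37 °C. Titration series was screened from lowest to highest concentration, with DMSO vehicle plates as background controls.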
Starred values were filed as active, the others as inactive; ? = inconclusive; . = no result given; [ ] = remark or other dose. Unless noted, the call rests on the fitted dose curve; in most records, active means well fitted curve in the direction sought with a large enough effect; inconclusive means small, poorly fitted or top-dose-only effect, or another doubt; inactive means no such curve, though single readings can be large; an effect the other way counts as inactive or inconclusive.

1	CSCC(=O)N1CCC(n2nccc2NC(=O)CCCc2ccccc2)CC1
2	CC(=O)N(c1ccccc1)c1nc(/C=C/C(=O)O)cs1
3	CC(C)=CCC/C(C)=C/CNC(=O)CC1C[C@H](C(=O)N2CCOCC2)[C@@]2(C)c3[nH]c4ccccc4c3CCN2C1=O (stereo not given in full)
4	Cc1ccc2c(c1)nnn2C1CCN(CC(=O)NCCc2nc3ccccc3[nH]2)CC1
5	Cc1c(C(=O)N2CCCC2)oc2c1-c1[nH]ncc1CC2
6	COCc1ccc(C(=O)N2CCCC(C(=O)c3ccc(SC)cc3)C2)s1 (stereo not given)
7	COc1ccc2oc(=Nc3cccc(F)c3)c(C(N)=O)cc2c1
8	CCC(C)(C(=O)NC1CCCCC1)N(C(=O)c1ccccn1)c1ccc(C)cc1 (stereo not given)
9	O=C(CN1CCc2cc3c(cc2C1)OCCCO3)Nc1c(F)cccc1F
10	O=C(Nc1ccccc1)Oc1ccccc1N1CCOCC1
assay / compound | 1 | 2 | 3 | 4 | 5 | 6 | 7 | 8 | 9 | 10
HT1080 IDH1KD tx | 1% | 23% | 8% | 4% | 15% | -9% | -3% | 15% | -6% | 11%
HT1080NT lethal | 0% | 11% | 4% | 1% | 0% | -2% | -3% | 9% | -7% | 24%
WRN inhibitor | -31% | -2% | -6% | -12% | -16% | -26% | 0% | 11% | 0% | 9%
KB-V1 MDR tox | . | 8% | 0% | -1% | -2% | 0% | ? | 8% | -28% | 2%
KB-3-1 cytotox | . | -2% | 0% | 20% | 12% | 1% | -16% | 0% | -2% | 17%
IL-1B inflam inh | 6 | 1 | ? | -16 | 8 | 0 | 2 | 9 | -11 | 14
MCF10A rereplic | 2% | -1% | ? | 0% | -5% | 8% | 4% | 6% | 18% | 0%
ATXN2 expr inh | 14% | 2% | ? | -5% | 5% | -4% | 9% | -6% | -18% | -3%
SW480 rereplic | 1% | 4% | 10% | 3% | -5% | 0% | -2% | 2% | ? | -135%[inhibitor]

11	O=C(Nc1ccc(N2CCOCC2)cc1)c1ccc(Cl)c(S(=O)(=O)N2CCCC2)c1
12	Cc1c(NC(=O)CN2C(=O)NC3(CCC(C)CC3)C2=O)c(=O)n(-c2ccccc2)n1C (stereo not given)
13	COc1cc(-c2nnc(-c3ccco3)o2)ccc1OCc1ccccc1
14	COc1ccc(C(=O)N(C)CC(O)c2ccccc2)cc1OC1CCN(C(C)=O)CC1 (stereo not given)
15	Cc1cc(N2CCN(C)CC2)nc2ccc(NC(=S)N3CCC4(CC3)OCCO4)cc12
16	Cc1csc2c(=O)sc(NC(=O)c3cccs3)nc12
17	CC(=O)Oc1ccc(-c2cccc(C(=O)NCCCO)c2)cc1
18	O=C(COC(=O)c1sc2cc(F)ccc2c1Cl)Nc1ncc(Cl)cc1Cl
19	CCOC(=O)C1CCN(c2nc3c(C)cccn3c(=O)c2/C=C(\C#N)S(=O)(=O)c2ccccc2)CC1
20	CCCCOC(=O)C1=C(C)Nc2ncnn2C1c1cc(OC)ccc1OC (stereo not given)
assay / compound | 11 | 12 | 13 | 14 | 15 | 16 | 17 | 18 | 19 | 20
HT1080 IDH1KD tx | ? | 19% | -27% | 7% | 11% | ? | -7% | -8% | -8% | 3%
HT1080NT lethal | -8% | 26% | -17% | 8% | 16% | ? | -4% | -2% | -11% | 6%
WRN inhibitor | 5% | -1% | -13% | 7% | -2% | ? | ? | -21% | -33% | 5%
KB-V1 MDR tox | -28% | 5% | 4.1µM* | 15% | -14% | -11% | -14% | -7% | -4% | 12%
KB-3-1 cytotox | ? | 6% | ? | 14% | ? | -15% | 6% | -2% | 15% | -4%
IL-1B inflam inh | 35 | -15 | ? | -2 | 5 | 8 | 33 | 23 | -14 | -1
MCF10A rereplic | 7% | ? | 16% | 0% | -6% | 3% | 8% | 11% | -2% | 2%
ATXN2 expr inh | . | . | 42%[activator] | -1% | 2% | -10% | 8% | -16% | -29% | .
SW480 rereplic | -15% | -2% | 19% | -5% | -4% | 296% | 0% | 58% | -4% | -6%

Quoted at random: three entries already listed
18	O=C(COC(=O)c1sc2cc(F)ccc2c1Cl)Nc1ncc(Cl)cc1Cl
17	CC(=O)Oc1ccc(-c2cccc(C(=O)NCCCO)c2)cc1
19	CCOC(=O)C1CCN(c2nc3c(C)cccn3c(=O)c2/C=C(\C#N)S(=O)(=O)c2ccccc2)CC1
assay / compound | 18 | 17 | 19
HT1080 IDH1KD tx | -8% | -7% | -8%
HT1080NT lethal | -2% | -4% | -11%
WRN inhibitor | -21% | ? | -33%
KB-V1 MDR tox | -7% | -14% | -4%
KB-3-1 cytotox | -2% | 6% | 15%
IL-1B inflam inh | 23 | 33 | -14
MCF10A rereplic | 11% | 8% | -2%
ATXN2 expr inh | -16% | 8% | -29%
SW480 rereplic | 58% | 0% | -4%

Carrying on.
21	CCOC(=O)C(Cc1c(F)cccc1Cl)c1ccno1 (stereo not given)
22	C=CCn1cccc(/C=C/C(=O)c2ccc(C(C)(C)C)cc2)c1=S
23	COc1ccc(-c2noc(CCC(=O)N3CCN(c4ccccc4Cl)CC3)n2)cc1
24	Cc1cc(S(=O)(=O)N2CCN(Cc3ccc4c(c3)OCO4)CC2)cc(C)c1N1CCCC1=O
25	COC(=O)c1ccc(C23CC4(C2)[C@H](CN(CC2CCCCC2)[C@@H]4c2ccccc2)C3c2ccccc2)cc1 (stereo not given in full)
26	O=c1[nH][nH]c2c1[C@H](c1ccc(Cl)cc1)O[C@H](C1CC1)C2
27	O=S(=O)(O)c1cnccc1Nc1cccc(C(F)(F)F)c1
28	O=S(=O)(c1ccc(N2CCN(CCO)CC2)nc1)N1CCCCC1
29	O=C(NCC1CCOCC1)C1CCC(=O)N(Cc2cccc(C(F)(F)F)c2)C1 (stereo not given)
30	CN(C)c1ccc(CNS(=O)(=O)c2ccc3c(c2)NC(=O)CS3)cc1
assay / compound | 21 | 22 | 23 | 24 | 25 | 26 | 27 | 28 | 29 | 30
HT1080 IDH1KD tx | 1% | -19% | 5% | -3% | -4% | -13% | 17% | 10% | 6% | -1%
HT1080NT lethal | 24% | ? | 2% | 1% | -1% | -5% | 13% | 7% | 7% | -6%
WRN inhibitor | -12% | -13% | -2% | 3% | -3% | -5% | -6% | -35% | 9% | -9%
KB-V1 MDR tox | 32% | ? | -5% | ? | 0% | -12% | 0% | 20% | 27% | 1%
KB-3-1 cytotox | 14% | 0% | 5% | ? | 1% | -3% | ? | -5% | 8% | -13%
IL-1B inflam inh | -16 | -107* | -17 | 49 | -25 | -20 | -7 | 12 | 2 | 8
MCF10A rereplic | 1% | 13µM* | ? | 1% | ? | . | 3% | 2% | 6% | 0%
ATXN2 expr inh | 1%[11.3 µM] | 25µM* | -20% | -24% | -2% | 16% | -9% | 2% | 10% | -13%
SW480 rereplic | -8% | ? | ? | -4% | 3% | . | -5% | -7% | -3% | 4%

31	CC(C)(C)S(=O)N1Cc2cc(C(=O)N3CCc4ccccc4C3)nc(-c3cccc(-c4cccnc4)c3)c2[C@@H]1CCO (stereo not given in full)
32	CC(C)COc1cccc(C(=O)N2CCN(C(=O)c3ccco3)CC2)c1
33	CNC(=O)C1(C)CCN1C(=O)c1ccccc1CCc1ccccc1 (stereo not given)
34	Cc1ccc(C)c(C(=O)CSc2n[nH]c(C)n2)c1
35	COc1cc(NC(=O)NCCN2CCN(c3ccccc3)CC2)cc(OC)c1OC
36	O=C(CNC(=O)c1ccccc1Cl)OC1CCOC1=O (stereo not given)
37	C=CCc1cccc(CNc2nc3ccccc3n2C)c1O
38	O=C(NCc1ccco1)c1cccc(NC(=O)c2ccco2)c1
39	CCNC(=O)N(C)c1c(CC)nc2ccc(C(=O)Nc3cccc(OCC(=O)N(C)C)c3)cn12
40	COc1ccc(C)cc1NC(=O)C1CCCCC1C(=O)O (stereo not given)
assay / compound | 31 | 32 | 33 | 34 | 35 | 36 | 37 | 38 | 39 | 40
HT1080 IDH1KD tx | 2% | 2% | 5% | 6% | 14% | 2% | -1% | -16% | 27% | 25%
HT1080NT lethal | 1% | 3% | -4% | 2% | 9% | -1% | 7% | ? | 19% | 15%
WRN inhibitor | -16% | 5% | -7% | 7% | 0% | -3% | -8% | 46%[activator] | 3% | 3%
KB-V1 MDR tox | -6% | -14% | -8% | 25% | 1% | -21% | 0% | -2% | -1% | 9%
KB-3-1 cytotox | 0% | -3% | 0% | 2% | 3% | 7% | 5% | 7.3µM* | 0% | 1%
IL-1B inflam inh | -20 | -7 | -17 | -13 | 7 | -7 | ? | -3 | -13 | 0
MCF10A rereplic | . | 11% | . | ? | -4% | 14% | ? | ? | . | -18%
ATXN2 expr inh | -13% | 3% | -7% | 2% | -27% | -19% | -54% | -10% | 8% | 10%
SW480 rereplic | . | -1% | . | ? | -13% | -23% | 1% | ? | . | 1%

41	FC(F)(F)c1cccnc1N1CCN(c2ncnc3nc[nH]c23)CC1
42	Cn1c(SCC(=O)Nc2cccc(NC(=O)c3cccs3)c2)nnc1-c1ccncc1
43	Cc1ccc(Nc2nc(N)nc(CSc3nccn3C)n2)cc1
44	Cn1ccnc1SCC(=O)Nc1cccc(S(=O)(=O)N2CCCCCC2)c1
assay / compound | 41 | 42 | 43 | 44
HT1080 IDH1KD tx | 11% | 0% | 0% | 5%
HT1080NT lethal | -2% | -13% | 5% | 7%
WRN inhibitor | 6% | -25% | 1% | 6%
KB-V1 MDR tox | -22% | 0% | -4% | ?
KB-3-1 cytotox | -18% | 2% | 0% | -1%
IL-1B inflam inh | 3 | ? | -2 | -10
MCF10A rereplic | ? | -2% | 2% | 3%
ATXN2 expr inh | -11% | 18% | -9% | -10%
SW480 rereplic | 0% | 0% | -12% | -7%

Bioassay records (PubChem)
